High-throughput results (PubChem)
FAS-TE inh – inhibitors of human fatty acid synthase thioesterase domain; 0.67% of 360,000 active; recombinant FAS-TE, OMFH fluorogenic substrate, fluorescence endpoint; inhibition, % at 15 µM;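 active = compounds whose normalised, plate-corrected inhibition of enzyme fluorescence in the single-dose primary screen is 50% or more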;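 also: 0% = DMSO with enzyme and 100% = substrate without enzyme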
MT1-MMP act inh – MT1-MMP (human) activation inhibition. GFP/RFP ratio change, % at 20 µM. AID 651647. HT1080 RFP-PRO-GFP cells, GFP/RFP ratio fluorescence, overnight; percent of plate control window, DMSO zero. 0.061% of 360,000 active. P50281;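 active = GFP/RFP ratio change of at least 30% with cell ATP level not reduced by more than half and red fluorescence within 50% of control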; also: strong numbers were not always called active
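Assay system: HT1080 RFP-PRO-GFP cells. Benchmarks: DMSO vehicle wells and RFP-L50D-GFP reporter cell wells. Times: overnight cell settling, then overnight compound exposure, 37 °C, 5% CO2. Compound: 20 µM single dose, 1% DMSO. Read-out basis: GFP/RFP fluorescence ratio.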
E coli Lon inh – inhibits E. coli Lon protease | purified E. coli Lon protease, fluorescence polarization | AID 602123 | P0A9M0 | inhibition, % at 7.94 µM | 0.42% of 360,000 active; in the data active = inhibition above about 13%, passing the limit was not always enough;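 also: 0% = enzyme with probe and DMSO and 100% = no enzyme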
Neddyl block – inhibitors of human cullin neddylation | P61081+Q13564 | TR-FRET cullin neddylation, biochemical | calls only at 25 µM | 0.58% of 360,000 active; in the data active = inhibition above about 36%
Rin1-Abl PPI inh – inhibitors of human Rin1-Abl protein interaction | P00519+Q13671 | TR-FRET Rin1/Abl binding, biochemical | inhibition, % at 7.35 µM | 0.4% of 360,000 active | AID 588664; in the data active = inhibition above about 5%, passing the limit was not always enough
bovine MsrA act – activates bovine MsrA enzyme; 0.3% of 360,000 active; activation, % at 10.6 µM; purified bovine MsrA, absorbance read-out; in the data active = activation above about 7.5%;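 also: 0% = vehicle and 100% = reference activator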
NRP1-CendR mod – alters CendR peptide binding to human NRP-1; O14786; FAM-RPARPAR peptide binding to NRP-1, fluorescence polarization; inhibition, % at 25 µM; 0.85% of 360,000 active; AID 602438;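 active = inhibition or corrected inhibition above about 18%, plus a signal ratio from 0.5 to 1.5, limit read from the data, passing the limit was not always enough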; also: strong numbers were not always called active
MLLE-PAM2 inh – blocks PAM2 peptide binding to the PABP1 MLLE domain. GST-MLLE / FITC-PAM2 fluorescence polarization. inhibition, % at 20 µM. AID 588489. 0.36% of 360,000 active; in the data active = inhibition above about 35%, passing the limit was not always enough;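 also: plate controls were DMSO wells with GST-MLLE for no effect and wells lacking GST-MLLE protein for full effect; some results filed as inactive read as strong as hits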
SKN-1 inh – blocks SKN-1 activity in C. elegans; C. elegans VP596 Pgst-4::GFP/RFP ratio, acrylamide-induced, 24 h; inhibition, % at 21.8 µM; 0.49% of 360,000 active;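 active = interference check ratio from 0.5 to 1.5 plus GFP to RFP signal ratio inhibition reaching or exceeding a fixed threshold, cut at about 30% in these data, passing the limit was not always enough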; also: some compounds called inactive have numbers as strong as hits
* = called active by the depositor. Compounds as they come; 4% or so of the library scored in one or more.

`C=CCN(C(=O)CSc1nnnn1C)c1nc(-c2ccccc2)cs1` gave FAS-TE inh 2, MT1-MMP act inh -1, E coli Lon inh 0, Neddyl block inactive, Rin1-Abl PPI inh 1, bovine MsrA act -1, NRP1-CendR mod 4, MLLE-PAM2 inh -15 and SKN-1 inh 17.
CCCOc1ccc2[nH]c(C(=O)N/N=C/c3cc(OC)c(OC)c(OC)c3)cc2c1 was read as FAS-TE inh 4, MT1-MMP act inh 10, E coli Lon inh -4, Rin1-Abl PPI inh -1, bovine MsrA act -4, NRP1-CendR mod 15, MLLE-PAM2 inh 5 and SKN-1 inh 2.
`CCn1c(SCC(=O)N2c3ccccc3CC2C)nnc1-c1ccco1` (stereo not drawn) gave FAS-TE inh -5, MT1-MMP act inh 1, E coli Lon inh 0, Neddyl block inactive, Rin1-Abl PPI inh 0, bovine MsrA act -11, NRP1-CendR mod -7, MLLE-PAM2 inh 15 and SKN-1 inh -20.
Screening Cc1ccc(NC(=O)CSc2nnc(-c3ccco3)n2N)cc1F returned FAS-TE inh -3, MT1-MMP act inh -1, E coli Lon inh 6, Neddyl block inactive, Rin1-Abl PPI inh -1, bovine MsrA act -4, NRP1-CendR mod 2, MLLE-PAM2 inh 2 and SKN-1 inh 0.
For COC(=O)CNC(=O)c1cc(-c2ccncc2)nc2c(C)c(Cl)ccc12 the results were FAS-TE inh 37, MT1-MMP act inh -8, E coli Lon inh 3, Neddyl block inactive, Rin1-Abl PPI inh -4, bovine MsrA act -2, NRP1-CendR mod -9, MLLE-PAM2 inh 1 and SKN-1 inh 4.
Cc1c(P(=O)(c2ccccc2)c2ccccc2)c2ccccc2n1C was read as FAS-TE inh -6, MT1-MMP act inh -3, E coli Lon inh 0, Neddyl block inactive, Rin1-Abl PPI inh 1, bovine MsrA act -4, NRP1-CendR mod 2, MLLE-PAM2 inh -37 and SKN-1 inh 5.
For CCOc1ccccc1NC(=O)CSCC(=O)Nc1ccccc1 the results were FAS-TE inh 1, MT1-MMP act inh 0, E coli Lon inh -2, Neddyl block inactive, Rin1-Abl PPI inh -2, bovine MsrA act -11, NRP1-CendR mod -3, MLLE-PAM2 inh 6 and SKN-1 inh -2.
Screening Nc1nc(N2CCN(c3ccc(F)cc3)CC2)n[nH]1 returned FAS-TE inh 1, MT1-MMP act inh -2, E coli Lon inh -2, Neddyl block inactive, Rin1-Abl PPI inh 4, bovine MsrA act -5, NRP1-CendR mod 3, MLLE-PAM2 inh -1 and SKN-1 inh -3.
C=CCSc1nc(O)c(C2OC(=O)c3c2ccc(OC)c3OC)c(=O)n1-c1ccccc1 (stereo not drawn) was read as FAS-TE inh -4, MT1-MMP act inh 1, E coli Lon inh -2, Neddyl block inactive, Rin1-Abl PPI inh -3, bovine MsrA act -4, NRP1-CendR mod -2, MLLE-PAM2 inh -3 and SKN-1 inh 15.
Screening C[C@H]1CN([C@@H](C)CO)C(=O)CCCn2nncc2CO[C@H]1CN(C)C(=O)c1ccccc1 returned FAS-TE inh -6, MT1-MMP act inh -1, E coli Lon inh 4, Neddyl block inactive, Rin1-Abl PPI inh -3, bovine MsrA act -1, NRP1-CendR mod -8, MLLE-PAM2 inh 1 and SKN-1 inh 4.
O=C(COC(=O)/C=C/c1cccc(C(F)(F)F)c1)Nc1cccc(S(=O)(=O)NC2=NCCC2)c1 was read as FAS-TE inh 1, MT1-MMP act inh 1, E coli Lon inh -19, Neddyl block inactive, Rin1-Abl PPI inh -2, bovine MsrA act -1, NRP1-CendR mod -10, MLLE-PAM2 inh -10 and SKN-1 inh 12.
`COCCCNc1nc(N)c([N+](=O)[O-])c(Nc2cc(OC)ccc2OC)n1` gave FAS-TE inh -2, MT1-MMP act inh -4, E coli Lon inh 0, Neddyl block inactive, Rin1-Abl PPI inh -1, bovine MsrA act -4, NRP1-CendR mod -13, MLLE-PAM2 inh -3 and SKN-1 inh -1.
`COc1ccc(NS(=O)(=O)c2ccc(N3C(=O)CCC3=O)cc2)cc1` gave FAS-TE inh -6, MT1-MMP act inh 2, E coli Lon inh -5, Neddyl block inactive, Rin1-Abl PPI inh 0, bovine MsrA act -2, NRP1-CendR mod -17, MLLE-PAM2 inh -10 and SKN-1 inh 4.
Screening CCCOC(=O)CC1C(=O)NCCN1C(=O)OC(C)(C)C (stereo not drawn) returned FAS-TE inh -5, MT1-MMP act inh 0, E coli Lon inh -3, Neddyl block inactive, Rin1-Abl PPI inh 0, bovine MsrA act -4, NRP1-CendR mod -3, MLLE-PAM2 inh -1 and SKN-1 inh 1.
`O=C(CN1CCN(Cc2ccccc2)CC1)Nc1ccc([N+](=O)[O-])cc1C(=O)Nc1ccccc1F` gave FAS-TE inh 43, MT1-MMP act inh -5, E coli Lon inh 5, Neddyl block inactive, Rin1-Abl PPI inh -8, bovine MsrA act -1, NRP1-CendR mod 1, MLLE-PAM2 inh 13 and SKN-1 inh 13.
CCOCC(=O)Nc1ccc2c(c1)N(S(=O)(=O)c1cccs1)CCC2 was read as FAS-TE inh 4, MT1-MMP act inh 5, E coli Lon inh -14, Neddyl block inactive, Rin1-Abl PPI inh 3, bovine MsrA act -5, NRP1-CendR mod 2, MLLE-PAM2 inh 9 and SKN-1 inh -6.
For COc1cc2c(cc1OC)/C(=C/C(=O)OCc1ccccc1)OC2 the results were MT1-MMP act inh 8, Neddyl block inactive, NRP1-CendR mod -5 and SKN-1 inh 3.
For Cc1cc(S(=O)(=O)Nc2ccc(C(=O)NCCCn3ccnc3)cc2)ccc1F the results were FAS-TE inh -9, MT1-MMP act inh 4, E coli Lon inh -14, Neddyl block inactive, Rin1-Abl PPI inh 4, bovine MsrA act -3, NRP1-CendR mod 3, MLLE-PAM2 inh -2 and SKN-1 inh -3.
CCOC(=O)c1c(NC(=O)COC(=O)/C=C/c2ccccc2)sc(C(=O)NC)c1C was read as FAS-TE inh -5, MT1-MMP act inh -4, E coli Lon inh -11, Neddyl block inactive, Rin1-Abl PPI inh 0, bovine MsrA act -2, NRP1-CendR mod 4, MLLE-PAM2 inh 4 and SKN-1 inh -5.
For CCO[C@H]1OC(C(N)=O)=C[C@@H](c2ccc(Br)cc2)[C@@H]1CCCO the results were FAS-TE inh -10, MT1-MMP act inh 4, E coli Lon inh -16, Neddyl block inactive, Rin1-Abl PPI inh 1, bovine MsrA act 0, NRP1-CendR mod 8, MLLE-PAM2 inh 1 and SKN-1 inh 18.
For Cc1ccc(CN2CCN(Cc3ccc(C)s3)CC2CCO)cc1 (stereo not drawn) the results were FAS-TE inh -2, MT1-MMP act inh 15, E coli Lon inh 3, Neddyl block inactive, Rin1-Abl PPI inh 5, bovine MsrA act -2, NRP1-CendR mod 2, MLLE-PAM2 inh 13 and SKN-1 inh -6.
For COc1ccc(S(=O)(=O)N2CCN(c3ccccc3)CC2)cc1 the results were FAS-TE inh 18, MT1-MMP act inh -2, E coli Lon inh 0, Neddyl block inactive, Rin1-Abl PPI inh 0, bovine MsrA act -6, NRP1-CendR mod 2, MLLE-PAM2 inh -4 and SKN-1 inh 2.
For COc1ccccc1NS(=O)(=O)c1cc(NC(=O)C2=NNC(=O)CC2)ccc1C the results were FAS-TE inh -1, MT1-MMP act inh 6, E coli Lon inh -6, Neddyl block inactive, Rin1-Abl PPI inh -1, bovine MsrA act -6, NRP1-CendR mod 0, MLLE-PAM2 inh -1 and SKN-1 inh -6.
Screening COc1ccccc1N1CCN(CCc2n[nH]c(=S)n2-c2ccccc2)CC1 returned FAS-TE inh -3, MT1-MMP act inh 4, E coli Lon inh 4, Neddyl block inactive, Rin1-Abl PPI inh -1, bovine MsrA act -1, NRP1-CendR mod -15, MLLE-PAM2 inh 13 and SKN-1 inh 0.
`CCOC(=O)c1cnn(-c2nc(SC)nc3sc4c(c23)CCCC4)c1N` gave FAS-TE inh 30, MT1-MMP act inh -5, E coli Lon inh 9, Neddyl block inactive, Rin1-Abl PPI inh -2, bovine MsrA act 0, NRP1-CendR mod 3, MLLE-PAM2 inh 4 and SKN-1 inh 20.
COc1cccc(C(C)(O)c2nc(-c3cccc4cccnc34)cs2)c1 (stereo not drawn) was read as FAS-TE inh 14, MT1-MMP act inh 2, E coli Lon inh -8, Neddyl block inactive, Rin1-Abl PPI inh 0, bovine MsrA act 0, NRP1-CendR mod 4, MLLE-PAM2 inh 11 and SKN-1 inh 6.
`CC(=O)Nc1cccc(/C(C)=N/N2C(C)CCCC2C)c1` (stereo not drawn) gave FAS-TE inh -5, MT1-MMP act inh 5, E coli Lon inh 4, Neddyl block inactive, Rin1-Abl PPI inh 1, bovine MsrA act -7, NRP1-CendR mod 3, MLLE-PAM2 inh 10 and SKN-1 inh 7.
For CCCCCCc1nc2ccccc2c(=O)n1NC(=O)c1c(O)c2c(n(CC(C)C)c1=O)CCCC2 the results were FAS-TE inh 22, MT1-MMP act inh -34, E coli Lon inh 3, Neddyl block inactive, Rin1-Abl PPI inh -2, bovine MsrA act -3, NRP1-CendR mod -6, MLLE-PAM2 inh 3 and SKN-1 inh -14.
Screening CCN(CC)c1ccc(C=C2C(=O)OC(c3ccccc3)OC2=O)cc1 (stereo not drawn) returned FAS-TE inh -5, MT1-MMP act inh 5, E coli Lon inh -4, Neddyl block inactive, Rin1-Abl PPI inh 5, bovine MsrA act -2, NRP1-CendR mod -170, MLLE-PAM2 inh -126 and SKN-1 inh 23.
Screening Cc1occc1-c1nnc(SCC(=O)Nc2ccccc2)n1CCc1ccccc1 returned FAS-TE inh 14, MT1-MMP act inh -9, E coli Lon inh 8, Neddyl block inactive, Rin1-Abl PPI inh 1, bovine MsrA act -4, NRP1-CendR mod -12, MLLE-PAM2 inh -14 and SKN-1 inh -6.
`O=C1CCCC/C1=C/NCc1ccccc1` gave FAS-TE inh -5, MT1-MMP act inh -5, E coli Lon inh -6, Neddyl block inactive, Rin1-Abl PPI inh -1, bovine MsrA act -3, NRP1-CendR mod 5, MLLE-PAM2 inh -4 and SKN-1 inh -3.
For NS(=O)(=O)c1cccc(NC(=O)CCC(=O)c2cccs2)c1 the results were FAS-TE inh -5, MT1-MMP act inh -2, E coli Lon inh -3, Neddyl block inactive, Rin1-Abl PPI inh -2, bovine MsrA act -4, NRP1-CendR mod 2, MLLE-PAM2 inh -2 and SKN-1 inh -2.
For O=C(COC(=O)c1cc(Br)ccc1O)NNC(=O)c1cccs1 the results were FAS-TE inh -2, MT1-MMP act inh 2, E coli Lon inh -8, Neddyl block inactive, Rin1-Abl PPI inh 4, bovine MsrA act -6, NRP1-CendR mod -10, MLLE-PAM2 inh 1 and SKN-1 inh 2.
CC(C)Cc1nc(SCC(=O)N2CCCC2)c2c(=O)n(C)c(=O)n(C)c2n1 was read as FAS-TE inh -1, MT1-MMP act inh 2, E coli Lon inh 8, Neddyl block inactive, Rin1-Abl PPI inh -2, bovine MsrA act -2, NRP1-CendR mod -8, MLLE-PAM2 inh -1 and SKN-1 inh 2.
`CCOC(=O)c1oc2ccc(Br)cc2c1CSc1nnc(C)s1` gave FAS-TE inh 13, MT1-MMP act inh -4, E coli Lon inh -15, Neddyl block inactive, Rin1-Abl PPI inh -3, bovine MsrA act -5, NRP1-CendR mod -3, MLLE-PAM2 inh -2 and SKN-1 inh -6.
`COc1ccc(-c2nc(-c3ccc(C(=O)O)cc3)no2)cc1` gave FAS-TE inh -6, MT1-MMP act inh 6, E coli Lon inh -2, Neddyl block inactive, Rin1-Abl PPI inh 1, bovine MsrA act 0, NRP1-CendR mod -6, MLLE-PAM2 inh -1 and SKN-1 inh 13.
